# EPAC1 antag = antagonists of human EPAC1 | O95398 | EPAC1 GEF assay, Rap1b-BODIPY-GDP exchange fluorescence | Potency, µM (titrated, usually from 115 µM), inactives show at the highest dose activity change, negative = inhibition, hits mostly inhibitors | 360,000 compounds, 0.14% hits | AID 720709;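 note: potency is the fitted concentration of half-maximal effect; plate controls were vehicle for no effect and positive control for full effect; nearly all actives have a fitted effect of over 50% in size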
# PTHR1 ag = activates the human parathyroid hormone receptor PTHR1. Potency, µM (series often up to 115 µM), for inactives: at the highest dose activation, hits mostly activators. 410,000 compounds, 0.075% hits. Q03431. HEK293 GP2 PTHR1 cells, GloSensor cAMP luminescence, 1 h; note: potency is the fitted concentration of half-maximal effect; nearly all actives have a fitted effect of over 55% in size; some results filed as inactive show a strong effect at the top dose; inactives centre near -15; many of its hits are not listed in these tables
# Target sequence (Q03431 whole entry, looked up): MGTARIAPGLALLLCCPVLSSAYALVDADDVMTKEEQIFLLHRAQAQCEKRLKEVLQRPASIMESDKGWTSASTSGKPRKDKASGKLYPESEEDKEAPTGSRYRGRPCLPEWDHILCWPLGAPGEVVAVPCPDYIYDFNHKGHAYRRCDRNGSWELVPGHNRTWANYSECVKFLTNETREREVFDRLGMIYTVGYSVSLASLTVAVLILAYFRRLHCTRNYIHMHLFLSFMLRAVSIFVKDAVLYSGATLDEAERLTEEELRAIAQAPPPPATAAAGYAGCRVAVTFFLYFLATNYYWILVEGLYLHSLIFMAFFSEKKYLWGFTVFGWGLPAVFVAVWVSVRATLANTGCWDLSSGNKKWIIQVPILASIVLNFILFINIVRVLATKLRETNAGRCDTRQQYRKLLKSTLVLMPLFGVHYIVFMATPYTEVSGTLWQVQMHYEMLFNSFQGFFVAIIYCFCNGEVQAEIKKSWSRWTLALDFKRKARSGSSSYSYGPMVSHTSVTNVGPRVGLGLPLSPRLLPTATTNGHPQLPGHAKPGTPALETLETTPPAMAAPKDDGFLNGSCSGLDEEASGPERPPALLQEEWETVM
#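 HEK-293-derived GP2 cells expressing PTHR1 and a GloSensor cAMP reporter, 3,000/well, plated overnight, given luciferin plus IBMX (each 0.5 mM as added) for 1 h at 37 °C, then compound for 1 h at 37 °C. Luminescence was read after 15 min at room temperature.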
# GLP1R ag = agonists of human GLP-1 receptor; P43220; HEK293 GLP-1R CRE-luciferase, luminescence, 4-6 h; cells express a hypersensitive GLP-1R form; Potency, µM (doses to about 45.6 µM), for inactives: at the highest dose activation, usual class: activators; 380,000 compounds, 0.007% hits; AID 624172; note: potency is the fitted concentration of half-maximal effect; % of control where 0% means no effect
# GLP1R inv ag = acts as inverse agonist at human GLP-1 receptor; P43220; HEK293 GLP-1R CRE-luciferase, luminescence, 24 h; GLP-1R form is constitutively active; Potency, µM (highest dose often 38.3 µM), for inactives: top-dose activity change, negative = inhibition, most hits filed as inhibitors; 410,000 compounds, 1.6% hits; note: potency is the fitted concentration of half-maximal effect; % is set by controls: 0 for no effect and ±100 for the full control effect; nearly all actives have a fitted effect of over 55% in size
#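 qHTS in 1536-well format: reporter HEK293 cells expressing constitutive GLP-1R activity in DMEM + 10% Nu serum, 24 hr with compounds at 37 deg C, luminescence read after 12 min with detection reagent.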
# EPAC1 agonist = EPAC1 (human) agonism; EPAC1 agonist qHTS, biochemical assay; response scale: 100% = response to 6.5 mM cAMP; Potency, µM (doses to about 154 µM), inactives show top-dose activation, most hits filed as activators; 360,000 compounds, 0.073% hits; AID 720707; note: potency is the fitted concentration of half-maximal effect; nearly all actives have a fitted effect of over 60% in size
#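 Nucleotide exchange assay: 100 nM EPAC1 with 250 nM Rap1B loaded with BODIPY-GDP and 50 uM GDP, room temperature. Fluorescence (480/540 nm) read every 5 min for 30 min; signal change normalized to 6.5 mM cAMP as full agonist.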
# PI5P4K alpha inh = inhibitors of human PI5P4K alpha. P48426. PI5P4Kalpha enzyme, ADP-Glo luminescence, 60 min; active compounds read low. max response, %. 330,000 compounds, 1.2% hits; active = max response of -50% or lower; inconclusive = between -30% and -50%; inactive = -30% or higher; note: value at the top dose of about 77 µM; % is set by controls: 0 for no effect and ±100 for the full control effect
# Target sequence (P48426 whole entry, looked up): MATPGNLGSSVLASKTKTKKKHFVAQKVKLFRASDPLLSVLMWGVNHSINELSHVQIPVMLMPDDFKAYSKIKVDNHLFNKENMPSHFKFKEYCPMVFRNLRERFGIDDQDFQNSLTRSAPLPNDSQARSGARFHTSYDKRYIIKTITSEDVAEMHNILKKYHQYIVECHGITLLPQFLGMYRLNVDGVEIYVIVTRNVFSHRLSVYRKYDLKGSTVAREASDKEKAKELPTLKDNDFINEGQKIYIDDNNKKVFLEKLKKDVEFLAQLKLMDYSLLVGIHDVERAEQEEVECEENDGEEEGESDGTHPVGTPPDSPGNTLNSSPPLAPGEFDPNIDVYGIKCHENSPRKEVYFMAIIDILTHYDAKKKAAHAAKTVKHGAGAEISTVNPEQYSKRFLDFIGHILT
#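 Compounds were pin-transferred onto PI5P4Kalpha and substrate in HEPES pH 7.4 buffer with EGTA, CHAPS and 5% DMSO. ATP (5 microM final) started the reaction, which ran 60 minutes at room temperature before ADP-Glo detection.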
# GLP1R cytotox = cytotoxicity counter-screen for GLP-1 receptor inverse agonists | 410,000 compounds, 0.13% hits | Potency, µM (series often up to 38.3 µM), for inactives: at the top dose activity change, negative = inhibition, most hits filed as inhibitors | HEK293 cAMP-luciferase reporter cells, luminescence, 24 h | AID 624418;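 note: loss of luciferase light is scored as toxicity; potency is the fitted concentration of half-maximal effect; % is set by controls: 0 for no effect and ±100 for the full control effect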
#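 Compound-treated cells are incubated 24 hr at 37 deg C under 5% CO2 after a 12 hour attachment period, then luciferase detection reagent is added and luminescence is measured following 12 min at room temperature; lowered signal indicates toxicity.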
# PLK1 PBD block = blocks phosphopeptide binding to human PLK1 polo-box domain. Potency, µM, inactives show max response, negative = inhibition, most hits filed as inhibitors. Plk1 PBD binding of FITC phosphopeptide, fluorescence polarization. P53350. 360,000 compounds, 2.8% hits; note: potency is the fitted concentration of half-maximal effect; series mostly up to about 57 µM; % is set by controls: 0 for no effect and ±100 for the full control effect; nearly all actives have a fitted effect of over 65% in size
# IL2 activator = activators of IL-2; IL-2 activation reporter assay, cell-based qHTS; stimulated with anti-CD3/CD4/CD28 beads; in transgenic mouse T cells; activation, % (series mostly up to about 46 µM); 360,000 compounds, 0.065% hits; in the data active = activation above about 50%; inconclusive = mostly about 30% to 49%; note: 0% is about no effect
#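 Screening format: compound pinned onto unstimulated transgenic mouse T cells, 60 min incubation, then anti-CD3/anti-CD4/anti-CD28 bead stimulation for 18 hours at 37 degrees C, followed by EGFP and DsRed detection.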
# * = called active by the depositor; i = inactive; ? = inconclusive; . = not tested or not shown; [ ] = dose if it differs, or a comment. Unless noted, calls come from the whole dose curve; as a rule, active = well fitted curve in the direction sought with a large enough effect; inconclusive = small, poorly fitted or top-dose-only effect, or another doubt; inactive = no such curve, though single readings can be large; an effect the other way counts as inactive or inconclusive. This is a subset; the hit share may differ from the screen's.
SMILES,EPAC1 antag,PTHR1 ag,GLP1R ag,GLP1R inv ag,EPAC1 agonist,PI5P4K alpha inh,GLP1R cytotox,PLK1 PBD block,IL2 activator
C[C@H]1CN([C@@H](C)CO)C(=O)Cc2cc(NC(=O)Cn3cnnn3)ccc2O[C@H]1CN(C)Cc1ccncc1,1%,i,12%,-1%,-10%,-1,-9%,-22%,0.2
Clc1ccc2nc(-c3ccc(Br)s3)cn2c1,-11%,-81%[inhibitor][57.5 µM],-24%,-25%,7%,.,5%,-5%,0.6
COc1ccc(NC(=O)Nc2ccc3oc(C)nc3c2)cc1,-6%,-29%,3%,8%,-5%,-5,5%,-7%,-3.9
O=C(CSc1nc2ccccc2[nH]1)c1c[nH]c2ccccc12,3%,-23%,13%,-3%,1%,-2,15%,0%,2.1
CCN(CC)CCn1c(SCC(=O)NCc2ccccc2)nc2c(sc3ccccc32)c1=O,3%,i,1%,-4%,10%,1,9%,-7%,-0.2
C[C@@]12C(=O)N(Cc3ccc(F)cc3)CC(=O)N1[C@H]1c3cc(Cl)ccc3OC[C@@H]1[C@@H]2c1ccccc1,-19%,-3%,-6%,?,7%,0,5%,6%,2.2
CN(C(=O)COC(=O)c1cccc(S(=O)(=O)N(C)c2ccccc2)c1)C1CCCCC1,-12%,-7%,3%,?,-4%,-3,-1%,-2%,-0.3
COc1ccc(CCNC(=O)COc2ccc(-c3ccc(C)cc3)cc2)cc1OC,9%,-7%,3%,-9%,-1%,.,0%,2%,-2.3
O=C(Nc1cccc(C(=O)N2CCOCC2)c1)C1CCCC1,11%,-31%[inhibitor],-4%,-1%,-8%,-9,-4%,-4%,2.2
CC(C)N(C(=O)[C@H]1C[C@H](CC(=O)NCCC2=CCCCC2)C(=O)N2CCc3c([nH]c4cc(-c5ccco5)ccc34)[C@]12C)C(C)C,-6%,i,-3%,?,-7%,3,-23%,-4%,0.5
CC(C)N(C(=O)CSc1nc2ccccc2n1Cc1ccccc1)C(C)C,5%,i,8%,?,-2%,-1,-5%,-4%,-1.3
Cc1ccc(S(=O)(=O)CC2CSc3nc4ccccc4n32)cc1 (configuration not stated),-3%,-48%,-1%,-19%,-9%,-3,1%,1%,-0.4
COc1cc2c(cc1OC)C(c1c(Cl)cccc1Cl)NC(=O)C2 (configuration not stated),-6%,i,-6%,-2%,-1%,2,1%,2%,-1.1
C=C(C)Cc1c(C)nc(-c2ccccc2)[nH]c1=O,7%,i,-12%,2%,0%,.,-15%,-6%,-1.2
C[C@@H](NC(=O)c1nc[nH]c1C(=O)NCc1ccccc1)c1ccccc1,-9%,i,11%,?,1%,-3,-30%,3%,-0.5
CC1(C(=O)NS(=O)(=O)c2ccccc2)CCN1C(=O)CCc1ccc(Cl)cc1Cl (configuration not stated),-3%,i,-3%,16%,-8%,-1,3%,-1%,-0.4
Cc1c(Cl)cccc1-n1nnnc1-c1cccs1,-8%,-52%,-2%,?,10%,0,5%,-2%,0.7
CCCCNS(=O)(=O)c1ccc(NC(=O)C(Sc2ccccc2)c2ccccc2)cc1 (configuration not stated),-18%,-5%,-5%,4.5µM*,24%,6,-12%,-18%,-2.4
COCC(=O)N(CCc1ccccc1)Cc1cc2cc(C)ccc2nc1Cl,1%,-3%,13%,-16%,12%,10,5%,1%,0.5
COc1ccc(CCn2c(=N)c(C(=O)NCC3CCCO3)cc3c(=O)n4ccccc4nc32)cc1 (configuration not stated),-12%,i,-2%,?,4%,0,?,-11%,-0.5
CC(=O)Nc1ccc(C(=O)NC2CCSc3ccccc32)cc1 (configuration not stated),-23%,i,10%,10%,-1%,7,3%,-5%,-1.5
Cn1cc(S(=O)(=O)Nc2cccc3ccccc23)c(=O)n(C)c1=O,-15%,i,-12%,-7%,-12%,-7,-2%,4%,0.6
O=C1COc2ccc(-c3cc(-c4ccccc4)c4c(n3)-c3cc(Cl)ccc3OC4)cc2N1,.,i,-3%,-2%,.,.,1%,.,.
CSc1nnc2n(-c3ccc(C)cc3)c(=O)c3c4c(sc3n12)COC(C(C)C)C4 (configuration not stated),3%,11%,-4%,11%,-14%,4,6%,-2%,-1.4

# 6 entries from above, bar-delimited.
SMILES | EPAC1 antag | PTHR1 ag | GLP1R ag | GLP1R inv ag | EPAC1 agonist | PI5P4K alpha inh | GLP1R cytotox | PLK1 PBD block | IL2 activator
Cc1c(Cl)cccc1-n1nnnc1-c1cccs1 | -8% | -52% | -2% | ? | 10% | 0 | 5% | -2% | 0.7
COc1ccc(CCn2c(=N)c(C(=O)NCC3CCCO3)cc3c(=O)n4ccccc4nc32)cc1 (configuration not stated) | -12% | i | -2% | ? | 4% | 0 | ? | -11% | -0.5
CC(=O)Nc1ccc(C(=O)NC2CCSc3ccccc32)cc1 (configuration not stated) | -23% | i | 10% | 10% | -1% | 7 | 3% | -5% | -1.5
COc1cc2c(cc1OC)C(c1c(Cl)cccc1Cl)NC(=O)C2 (configuration not stated) | -6% | i | -6% | -2% | -1% | 2 | 1% | 2% | -1.1
COCC(=O)N(CCc1ccccc1)Cc1cc2cc(C)ccc2nc1Cl | 1% | -3% | 13% | -16% | 12% | 10 | 5% | 1% | 0.5
C[C@@H](NC(=O)c1nc[nH]c1C(=O)NCc1ccccc1)c1ccccc1 | -9% | i | 11% | ? | 1% | -3 | -30% | 3% | -0.5

# Some entries already given, limited to GLP1R ag and IL2 activator.
SMILES | GLP1R ag | IL2 activator
COc1cc2c(cc1OC)C(c1c(Cl)cccc1Cl)NC(=O)C2 (configuration not stated) | -6% | -1.1
C=C(C)Cc1c(C)nc(-c2ccccc2)[nH]c1=O | -12% | -1.2

# The results go on:
SMILES,EPAC1 antag,PTHR1 ag,GLP1R ag,GLP1R inv ag,EPAC1 agonist,PI5P4K alpha inh,GLP1R cytotox,PLK1 PBD block,IL2 activator
Cc1nc2ccccc2n1CC(O)Cn1c2ccccc2c2ccccc21 (configuration not stated),-13%,16µM*,0%,9%,-6%,.,11%,5%,-1.3
CCOc1cc(/C=N\Nc2ncc(F)c(N3CCOCC3)n2)ccc1Oc1nc(Cl)ncc1F,-4%,-35%[inhibitor],5%,?,-9%,1,-3%,0%,0.2
O=C1CCCN1CCCNCCCn1cnc2c(OCc3ccccc3)ncnc21,20%,22%,-1%,-1%,-2%,4,-8%,-3%,0.2
Cn1c(=O)oc2cc(S(=O)(=O)NCc3ccco3)ccc21,16%,-22%,-3%,9%,-1%,1,2%,-18%,2.3
CCOc1ccc2c(c1)c(C(C)=O)c(C)n2-c1ccccc1,1%,i,15%,?,4%,0,-9%,0%,-0.1
COC(=O)[C@@]1(Cc2ccc(F)cc2)[C@H]2c3cc(C(=O)N4CCCC4)n(Cc4cc(F)cc5c4OCOC5)c3C[C@H]2CN1C(=O)c1ccccc1,-1%,-21%,12%,?,5%,1,-4%,-2%,-0.9
CC(NC(=O)COC(=O)CSCc1ccccc1)c1ccccc1 (configuration not stated),-12%,?,1%,17%,-6%,-2,-6%,-2%,0.4
CCOC(=O)C(=O)N/N=C(/c1ccccc1)c1ccc(OC)cc1,0%,i,1%,2%,-14%,4,22%,-10%,1.7
CCC(C)(C)NC(=O)C(c1cccn1C)N(C(=O)Cn1nnc2ccccc21)c1ccc(OC)cc1OC (configuration not stated),4%,i,-8%,-19%,2%,1,-21%,-4%,-0.4
Cc1nn(Cc2ccccc2)c(C)c1NC(=O)CCCn1nc([N+](=O)[O-])c(Cl)c1C,1%,i,8%,-15%,-1%,1,2%,-12%,-0.1
CC(Nc1ccc(Cl)cc1)c1cc(Cl)ccc1O (configuration not stated),-6%,-35%[inhibitor][57.5 µM],-2%,?,11%,2,-21%,1%,-0.1
COc1cc(/C=C2\COC/C(=C\c3ccc(O)c(OC)c3)C2=O)ccc1O,89µM*,-25%,-3%,?,3%,-23,?,-2%,-0.4
CCOc1ccccc1NC(=O)Nc1ccc(Br)cn1,3%,i,-4%,-4%,-3%,1,-3%,1%,-0.1
O=C1NCCCCC1NS(=O)(=O)c1ccc(Cl)cc1 (configuration not stated),1%,i,-4%,10%,-10%,3,1%,-6%,-0.7
O=C(NCCOc1ccc(Cl)cc1)c1ccc2ccccc2n1,-3%,-30%,6%,-2%[0.307 µM],13%,2,1%[0.307 µM],1%,0.5
Cc1c(C(=O)N2CCc3ccccc3C2)oc2ccc(S(=O)(=O)N3CC(C)CC(C)C3)cc12 (configuration not stated),-16%,-3%,-1%,?,1%,-5,4%,5%,0.1
O=C1CCCC2=C1C1c3ccccc3C(=O)N1c1ccc(C(=O)c3ccccc3)cc1N2 (configuration not stated),-23%,-17%[57.5 µM],4%,?,-4%,5,1%,-10%,-0.8
C[C@H]1COc2cc(N3CCSCC3)ccc2S(=O)(=O)N1,?,-22%,-2%,10%,5%,-9,5%,-1%,0.7
Cc1cc(N)n(-c2ccc(C(=O)O)cc2)n1,?,i,-2%,6%,4%,7,1%,-8%,-0.5
O=C(Nc1ccon1)c1nc[nH]c1C(=O)N1CCc2ccccc2C1,-15%,i,-4%,17%,-1%,-1,-9%,-5%,0.1

# High-throughput results as filed in PubChem BioAssay.
